# CASP6 VEID inh = inhibitors of human caspase-6 | purified caspase-6, Z-VEID-R110 cleavage fluorescence | inhibition, % at 12.5 µM | actives 0.53% (n = 350,000);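 active means mean inhibition across replicates at least about 35%, with every replicate also reaching that limit, limit read from the data; inconclusive means only one of the two criteria met; inactive means neither criterion met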;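 further: 0% = median of neutral control wells and 100% = no fluorescence left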
# Target sequence (P55212 24-179 limits assumed): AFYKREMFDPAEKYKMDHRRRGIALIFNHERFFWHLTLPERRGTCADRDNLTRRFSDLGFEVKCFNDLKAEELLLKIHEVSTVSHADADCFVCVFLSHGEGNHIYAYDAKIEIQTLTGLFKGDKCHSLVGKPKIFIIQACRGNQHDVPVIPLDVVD
# Target sequence (P55212 194-293 limits assumed): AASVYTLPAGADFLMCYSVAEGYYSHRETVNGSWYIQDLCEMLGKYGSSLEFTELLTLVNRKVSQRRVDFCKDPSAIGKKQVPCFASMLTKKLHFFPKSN
# Xi reactivation = activators of X-chromosome reactivation in mouse fibroblasts. XiGFP mouse fibroblasts, % GFP-positive cells imaging, 3 d; cells co-treated with 5-aza-dC sensitizer; scaled so ellipticine positive control = 100%. AID 743238. actives 0.055% (n = 360,000). activation, % at 7.58 µM;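 active means mean normalized replicate activation at least 10% and every replicate at or above 10%; inconclusive means only one of the two criteria met; inactive means mean below 10% and not all replicates reach 10%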;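 further: 0% = median of on-plate neutral control wells and 100% = ellipticine 6 µM median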
#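 Material: XiGFP fibroblasts, SV40-immortalized. Buffer or medium: DMEM plus 5-aza-dC sensitizer. Compound: single concentration per compound, delivered by pin transfer. Times: 3 days compound exposure. Controls: ellipticine 6 µM.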
# DENV2 CPE rescue = DENV2-induced cell death inhibition | DENV2-infected cells, cytopathic effect rescue, plate reader | CPE inhibition, % at 9.99 µM | actives 1.7% (n = 350,000) | AID 651640; in the data active means CPE inhibition above about 20%, passing the limit was not always enough; inconclusive means no clear call, values can overlap the other calls; tested in BHK-21 cells;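 further: 0% = median of neutral control wells and 100% = median of positive control wells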
# RAD52 anneal inh = RAD52 (human) annealing inhibition; P43351; actives 0.46% (n = 360,000); recombinant RAD52 DNA annealing, FRET fluorescence; inhibition, % at 18.7 µM;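 active means every replicate showing at least 50% inhibition; inconclusive means mean inhibition at least 50% but not in every replicate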
# Target sequence (P43351 whole entry, looked up): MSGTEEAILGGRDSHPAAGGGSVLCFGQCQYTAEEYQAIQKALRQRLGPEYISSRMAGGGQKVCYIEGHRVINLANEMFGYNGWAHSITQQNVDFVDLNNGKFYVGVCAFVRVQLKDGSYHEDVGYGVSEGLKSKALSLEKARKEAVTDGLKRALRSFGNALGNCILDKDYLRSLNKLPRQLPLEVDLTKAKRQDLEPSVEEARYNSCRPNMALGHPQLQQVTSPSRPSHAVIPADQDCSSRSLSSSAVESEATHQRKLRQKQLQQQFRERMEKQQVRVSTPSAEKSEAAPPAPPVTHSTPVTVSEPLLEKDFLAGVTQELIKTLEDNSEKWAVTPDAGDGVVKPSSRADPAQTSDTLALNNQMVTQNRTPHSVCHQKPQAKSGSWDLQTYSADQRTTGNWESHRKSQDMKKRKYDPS
# F508del corr = correctors of CFTR F508del function in bronchial epithelial cells; CFBE cells, YFP halide quenching; stimulated with forskolin plus potentiator P3; % fluorescence drop versus neutral controls; activity (quench increase), % at 7.58 µM; actives 0.36% (n = 350,000); AID 720511;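 active means mean added fluorescence quench of at least 8% versus neutral control, with both replicates also reaching 8%; inconclusive means only one of the mean or replicate conditions met; inactive means mean below 8% and not both replicates reaching 8%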;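 further: cells transiently co-express mutant CFTR-F508del with the halide-sensitive YFP; corrector assay measuring rescue of mutant channel to the surface after 24 h compound exposure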
# RAD54 inh = blocks human RAD54 Holliday junction branch migration. FAM/BHQ fluorescence. actives 0.14% (n = 360,000). inhibition, % at 10.4 µM. Q92698;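 active means mean normalized replicate activity at least 40 and at least half of replicates scoring 40 or more; inconclusive means only one of the two criteria met; inactive means mean below 40 and under half of replicates reaching 40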;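 further: 0% = median of neutral control wells and 100% = median of positive control wells; inhibitors cause a drop in the FAM fluorescence signal; in these data hits start at about 50%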
# INS-1E GSIS act = GLuc luminescence reporter in INS-1E cells, primary screen for activators of glucose-dependent secretion of insulin. actives 0.61% (n = 370,000). activation, % at 16.6 µM. INS-1E GLuc reporter insulin secretion, 2-3 h. AID 743287;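 active means lowest replicate activation of at least 40%, so every replicate reaches that level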;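 further: 0% = median of neutral control wells and 100% = median of IBMX positive control wells; some compounds called inactive have numbers as strong as hits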
# E-selectin induc = E-selectin induction on HUVECs | HUVEC E-selectin immunofluorescence imaging; normalized: neutral wells 0, TNF-alpha wells 100 | AID 686992 | activation, % at 7.58 µM | actives 0.37% (n = 260,000) | P16581;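 active means mean E-selectin-positive cell signal at least 10% of the positive control, reached in at least 60% of replicates, without over 20% cell loss; inconclusive means no rule given, readout overlaps actives, possibly toxicity-flagged; inactive means the rest, including those meeting only one limit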;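 further: in these data hits start at about 27%; measured in HUVEC primary endothelial cells; signal is the percent of cells scored E-selectin positive by PE staining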
#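 Assay system: HUVEC, human umbilical vein endothelial cells / Amount: 3,000 HUVEC/well / Controls: TNF-alpha positive control, DMSO neutral control / Compound dosing: single concentration / Medium: EGM-2 over gelatin coat / Evaluation: percent E-selectin-positive cells / Signal: immunofluorescence imaging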
# * = called active by the depositor; u = inconclusive; x = no result given; & = joins results of further samples.
SMILES,CASP6 VEID inh,Xi reactivation,DENV2 CPE rescue,RAD52 anneal inh,F508del corr,RAD54 inh,INS-1E GSIS act,E-selectin induc
CC(C)OC(=O)C1C(=O)CC(C)(O)C(C(=O)OC(C)C)C1c1ccc(F)cc1 (stereo not drawn),-0.2,x,-0.8,3.0,2.3,x,15.5,x
N#CC1=C(N)N(c2ccc(Cl)c(Cl)c2)C(=O)C1,24.4,0.3,2.9,-40.7,-0.2,x,-19.5,0.2
Cn1cccc1/C=N/NC(=O)c1cc2ccccc2cc1O,3.3,0.0,0.5,2.3,-1.5,9.6,1.6,0.0
Cc1ccc2c(c1)C1(C)C(C(C)(C)N2C=O)C1(Cl)Cl (stereo not drawn),0.9,0.0,-6.1,-9.6,-0.9,-15.9,2.8,2.9
CC(C)CCN(Cc1ccco1)S(=O)(=O)c1csc(C(N)=O)c1,-2.7,0.3,-4.3,-10.1,-1.0,-7.7,-22.7,x
COc1ccc(Cl)cc1NS(=O)(=O)c1ccc2c(c1)NC(=O)CCS2,8.7,0.0,18.8,-4.4,2.1,-6.9,-5.0,x
N#CCCN1CCN(S(=O)(=O)c2ccc(S(=O)(=O)N3CCCC3)cc2)CC1,0.2,0.1,-7.4,6.5,-1.3,-3.8,2.5,-0.1
CC1(C(=O)O)CCC(C(=O)NNC(=O)c2ccccc2Cl)C1(C)C (stereo not drawn),-0.2,0.2,-2.9,-2.7,1.0,-3.6,5.9,x
CCC(=O)Nc1ccc(NC(=O)CSc2nnnn2-c2ccc(OC)cc2)cc1,0.8,0.0,13.6,0.1,-5.3,-2.9,10.7,x
COc1ccc(CN(C)C[C@@H]2Oc3ccc(NC(=O)Cn4cnnn4)cc3CC(=O)N([C@H](C)CO)C[C@@H]2C)cc1,-1.6,-0.1,3.0,-3.8,0.9,12.3,-4.4,-5.2
CC(=C\C(=O)O)/C(=C/c1ccc(C)o1)C(=O)O,10.8,0.0,-6.7,-35.1,-1.6,10.6,-6.7,x
O=S(=O)(N[C@H]1CC[C@H](CCn2cc(-c3ccccc3F)nn2)O[C@H]1CO)c1ccc(F)cc1,1.5,-0.4,11.0,9.5,-2.4,0.2,-13.0,0.5
CN(C)C(=O)C[C@@H]1CC[C@H]2[C@@H](COC[C@H](O)CN2Cc2ccc(C(F)(F)F)cc2)O1,x,0.2,0.3,x,-0.1,6.5,2.1,0.2
N#Cc1ccc(C23CC4(C2)[C@H](CN(CC2CCCCC2)[C@@H]4c2ccccc2)C3c2ccc(Cl)nc2)cc1 (stereo partly drawn),-1.8,0.0,-3.4,-214.8,2.8,-0.6,8.0,x
COc1ccc2c3c([nH]c2c1)[C@@H](CO)N(C(=O)C1CCOCC1)CC31CCN(S(C)(=O)=O)CC1,-0.4,0.1,3.2,-7.1,0.4,x,2.0,-0.1
O=C(NNC(=O)C1CCN(S(=O)(=O)c2ccccc2C(F)(F)F)CC1)c1ccccc1O,-5.5,0.4,-2.4,-11.9,1.1,-1.4,-11.0,x
COCCNC(=O)C1CCCN(C(=O)c2ccc3ccccc3n2)CC1 (stereo not drawn),3.5,0.3,12.6,-37.1,-4.3,-1.8,0.2,-0.1
Cc1c(C(=O)N(C)C)c2ccc(Cl)cc2n1O,-0.9,0.1,4.0,-12.1,x,-7.8,-2.4,x
CCCNC(=O)N(C)C[C@@H]1Oc2cc(C3=CCCCC3)ccc2S(=O)(=O)N([C@@H](C)CO)C[C@@H]1C,0.1,-0.1,-6.0,10.0,1.3,3.7,-0.9,0.4
COc1cccc(CNC(=O)[C@@H]2N[C@@H]3c4ccc(/C=C/c5ccccc5)c(=O)n4C[C@@H]3[C@H]2CO)c1,x,0.4,x,x,-1.5,x,3.1,-0.2
C[C@@H]1CN([C@H](C)CO)C(=O)c2cccc(NC(=O)C3CCCCC3)c2O[C@H]1CN(C)Cc1ccc2c(c1)OCO2,-0.1,-0.1,-0.6,25.9,4.7,1.2,-17.1,0.0
COc1ccc(OC)c2sc(NC(=O)CCSc3ccccc3)nc12,2.8,-0.1,4.4,-7.6,-3.4,2.4,26.6,-0.4
COc1ccc(-n2c(NN)nc3sc4c(c3c2=O)CCCC4)cc1,0.2,0.1,-3.8,-9.7,2.6,11.2,7.6,-0.1
Cc1ccc2cc(C=O)c(N3CCOCC3)nc2c1C,-1.4,0.1,10.2,-15.5,-0.8,2.4,3.6,-0.1
CCc1nc(Nc2ccccc2O)c2oc3ccccc3c2n1,0.3,0.0,2.2,-7.1,1.4,-17.2,-6.1,x
O=C(Nc1nnc(C(F)(F)F)s1)c1c(F)cccc1F,-3.1,-0.1,3.8,-5.6,2.2,6.5,-26.0,0.1
NC(=S)N/N=C/c1ccccc1[N+](=O)[O-],2.8,0.0,2.1,-10.1,-1.2,x,-16.0,x
CS(=O)(=O)N(CC(=O)N1CCCC1)c1ccc(Cl)cc1,-0.8,-0.1,0.3,-13.5,1.4,1.1,5.5,0.2
CCCN1CCC(=NNc2ccc(S(N)(=O)=O)cc2[N+](=O)[O-])CC1,-2.4,-0.1,8.0,-5.6,4.5,11.1,-8.6,-0.4
CC(C)NC(=O)NCC[C@H]1CC[C@@H](NC(=O)CCN2CCCCC2)[C@H](CO)O1,-119.1,0.4,-3.2,-10.1,0.1,4.7,-9.5,-0.2
C[C@@H]1CCCCO[C@@H](CN(C)C(=O)CCC(F)(F)F)[C@@H](C)CN([C@H](C)CO)C(=O)c2cc(NC(=O)CCCN(C)C)ccc2O1,x,0.1,u,x,-2.6,4.7,30.7,-0.1
C=CCOc1ccccc1CN1CCC(n2nccc2NC(=O)c2ccccc2)CC1,-2.7,0.1,9.4,-5.3,0.0,2.7,7.2,8.2
C[C@@H]1CN([C@@H](C)CO)S(=O)(=O)c2ccc(Br)cc2O[C@H]1CN(C)Cc1ccccn1,1.4&1.3&0.9,-0.1&0.3,-4.9&-1.8&-3.5,-5.2&-9.7&6.1,-2.2&-0.6&1.8,-19.8&7.3&-0.5,-34.3&7.3,0.3&-0.5
COc1ccc(N=C2SCC(=O)N2c2ccc(OC)cc2)cc1,1.3,x,-1.7,-4.4,0.1,1.5,-8.5,x
FC(F)(F)c1cccc(NC(=S)N(CCCN2CCCC2)Cc2cccn2Cc2ccc(Cl)cc2)c1,-12.6,0.1,x,36.6,-2.9,-5.2,-24.6,6.0
Cc1ccc(-c2csc3ncnc(-n4nnc5ccccc54)c23)cc1C,-0.1,0.2,u,-13.7,x,x,x,-1.5
CCOCC(=O)Nc1cc(C(=O)OC)cc(C(=O)OC)c1,2.0,0.1,x,-17.9,2.3,x,12.9,1.4
O=C(O)C[C@@H]1CC[C@H](NC(=O)c2ccncc2)[C@@H](CO)O1,1.3,0.6,12.5,-0.2,1.8,-8.9,6.9,-0.4
Cc1noc(C)c1NC(=O)N1C[C@@H](O)COC[C@@H]2O[C@@H](CC(=O)N3CCc4ccccc4C3)CC[C@H]21,-4.1,0.1,2.9,3.9,2.2,-4.9,3.2,-0.2
COc1ccc(N2CCN(C(=O)CNS(=O)(=O)c3ccc(C)cc3)CC2)cc1,1.5,0.0,-5.3,-9.0,-3.4,x,8.5,0.0
CCNC(=O)C[C@@H]1CC[C@@H]2[C@@H](COc3ccc(NC(=O)Nc4ccc(Cl)cc4)cc3C(=O)N2C)O1,1.3,0.0,2.0,-12.7,-0.5,0.9,-5.6,0.4
CCOC(=O)c1c(C)[nH]c(C(=O)COC(=O)C2CC2)c1C,-0.7,0.1,-5.7,-9.0,2.3,7.9,13.6,0.5
CN(C)c1ccc(/C=C(\NC(=O)c2ccccc2)C(=O)NCc2cccnc2)cc1,3.4,0.2,-1.3,-3.3,-0.2,-26.1,15.4,x
O=C(C1=NOC2(C1)C(=O)N(Cc1ccccc1)c1ccccc12)N1CCOCC1 (stereo not drawn),1.3,0.0,2.2,-4.5,4.4,x,12.7,4.6
COc1ccc(CC(NC(C)=O)C(=O)NC2CCN(c3c(Cc4ccccc4)c(C)nc4ncnn34)CC2)cc1OC (stereo not drawn),-3.1,-0.1,0.7,-13.8,x,x,1.9,x
COc1cccc(CN2CC3(CN(C(C)=O)C3)c3c(n(C)c4cc(OC)ccc34)[C@H]2CO)c1,7.5,0.2,-7.2,-70.5,-0.2,x,-5.6,0.3
Cc1ccc2[nH]c(=O)c(CC(=O)O)c(-c3ccccc3)c2c1,-2.4,0.2,-4.9,-0.9,-4.9,-1.4,5.2,-0.1
O=C(N/N=C/C(Cl)=C/c1ccccc1)c1ccccn1,-0.2,0.3,15.3,-4.9,0.9,x,-1.3,2.0
O=C(COc1ccccc1)Nc1nnc(-c2ccco2)o1,-1.4,0.0,-3.6,-25.4,0.2,-0.6,-0.2,3.6
Cc1ccc(O)c(Cn2nnc3ccccc32)c1,2.4,-0.6,3.8,1.7,-0.2,5.4,x,0.1
CC(C)NC(=O)N(C)C[C@@H]1OCCCC[C@H](C)Oc2ccc(NC(=O)c3ccccc3)cc2C(=O)N([C@@H](C)CO)C[C@H]1C,-0.5,-0.6,-2.8,0.8,-1.1,-1.6,5.1,2.1
O=C(C[C@H]1C[C@@H]2c3cc(NC(=O)C4CCC4)ccc3O[C@@H]2[C@@H](CO)O1)NCc1ccc(Cl)cc1,2.3,0.0,-0.4,-9.3,1.5,3.8,-27.2,0.2
Cc1onc(-c2c(Cl)cccc2Cl)c1C(=O)NNc1ccccc1,-1.7,-0.1,2.0,7.8,-1.1,x,-8.6,x
CC[n+]1ccc(C(=O)NCc2ccccc2)cc1,7.8,0.0,-2.6,-13.4,2.6,-6.3,-3.5,-1.4
C#CCN(CC=C)C(=O)c1ccc2nc(C3CCCCC3)oc2c1,1.5,0.1,-2.2,2.5,-1.6,-3.2,-25.4,-1.5
O=C(Nc1ccc(OC(F)(F)F)cc1)C1CC(=O)N(Cc2ccco2)C1 (stereo not drawn),4.0,0.8,11.4,2.7,2.0,12.6,-14.2,-0.2
Cc1oc(-c2ccccc2)nc1CSc1nc2c(c(=O)[nH]1)CCC2,0.7,0.0,15.0,-8.2,-0.1,3.5,x,1.4
Cc1cccc(NC(=O)c2ccc(S(=O)(=O)N(C)CC3CCCO3)cc2)c1C (stereo not drawn),-2.0,0.2,-3.0,-14.0,-2.7,-0.2,8.5,x
COc1ccc2[nH]cc(CCNS(=O)(=O)c3ccccc3)c2c1,-0.2,0.0,-3.8,-5.2,-2.4,-0.6,0.5,x
C/C=C(\C)C(=O)N[C@@H](C)CN1C2=NC[C@H](C(C)C)N2C[C@H]1Cc1ccc(OC)cc1,-4.3,0.0,u,-4.8,-2.8,-2.5,6.6,0.1
CCc1nc2ccc(C(=O)NCc3ccc4c(c3)OCO4)cn2c1N(CCC(C)C)CCN(C)C,-5.2,-0.1,u,-8.3,-0.8,1.5,-15.0,-0.2
C=C(C)COC(=O)C1CC2OC2CC1C(=O)OCC(=C)C (stereo not drawn),-0.7,0.1,16.4,-4.8,-0.7,-16.2,17.4,0.3
COCCCNS(=O)(=O)c1ccc(Cl)c(C(F)(F)F)c1,6.1,0.0,x,0.8,-0.9,x,4.4,x
